Tau fibril FP: blocks human tau fibril formation measured by polarization; P10636; K18 P301L tau heparin fibrillization, Alexa594 FP, 6 h; Potency, µM (titrated, usually from 57.7 µM), inactives show top-dose activity, negative = inhibition, actives largely listed as inhibitors; 280,000 compounds, 0.39% hits; AID 1468; also: nearly all actives have a fitted effect of over 55% in size
Target sequence (P10636 561-689 P618L limits assumed): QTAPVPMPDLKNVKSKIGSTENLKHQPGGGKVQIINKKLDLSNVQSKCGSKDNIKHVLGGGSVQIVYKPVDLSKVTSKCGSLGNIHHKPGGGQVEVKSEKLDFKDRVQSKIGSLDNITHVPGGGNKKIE
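Heparin (20 uM) drove fibril formation of recombinant tau K18 P301L, 15 uM unlabeled with 0.24 uM Alexa 594 label, for 6 hr at 37 C in 100 mM sodium acetate pH 7. Fluorescence polarization (555/632 nm) read 1 hr after 30 uM ThT.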
JMJD2E inh: inhibitors of human JMJD2E histone demethylase; 230,000 compounds, 1.6% hits; Potency, µM (titrated, usually from 57.1 µM), for the others: at the top dose activity change, negative = inhibition, most hits filed as inhibitors; B2RXH2; JMJD2E catalytic domain, FDH-coupled NADH fluorescence (FDH is formaldehyde dehydrogenase); AID 2147; active = well fitted inhibition curve with a large enough effect, not every such curve was filed as active; inconclusive = small, poorly fitted or top-dose-only effect, or another doubt; inactive = no such curve, though single readings can be large or run the other way;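 also: 0% = wells with enzyme and -100% = buffer wells without enzyme; nearly all actives have a fitted effect of over 50% in size; many of its hits are not listed in these tables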
Target sequence (B2RXH2 1-337 limits assumed): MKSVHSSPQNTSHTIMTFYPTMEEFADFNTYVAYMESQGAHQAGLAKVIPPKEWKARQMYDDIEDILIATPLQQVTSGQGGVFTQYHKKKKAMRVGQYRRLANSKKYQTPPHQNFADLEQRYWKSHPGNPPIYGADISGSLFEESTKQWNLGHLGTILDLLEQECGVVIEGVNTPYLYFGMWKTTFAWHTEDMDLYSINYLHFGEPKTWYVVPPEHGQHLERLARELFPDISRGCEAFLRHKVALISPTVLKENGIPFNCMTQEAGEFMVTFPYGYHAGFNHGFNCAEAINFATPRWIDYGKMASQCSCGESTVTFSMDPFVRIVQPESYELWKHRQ
Tau ThT inhib: blocks human tau fibril formation measured by thioflavin T. Potency, µM (top dose mostly 57.4 µM), without a hit: at the top dose activity, negative = inhibition, usual class: inhibitors. 270,000 compounds, 2.1% hits. AID 1460. recombinant tau K18 P301L (four-repeat tau fragment), heparin-induced fibrillization, ThT fluorescence. P10636; also: nearly all actives have a fitted effect of over 55% in size
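Recombinant human tau K18 fragment […] carrying P301L, 15 uM unlabeled plus 0.24 uM Alexa 594-labeled, was fibrillized with 20 uM heparin in 100 mM sodium acetate pH 7 for 6 hr at 37 C; 30 uM ThT fluorescence read after 1 hr.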
RECQ1 inh: inhibitors of human RECQ1 DNA helicase | P46063 | RECQ1 DNA unwinding, red fluorescence kinetic read | Potency, µM (top dose mostly 57.3 µM), inactives show at the top dose activity, negative = inhibition, most hits filed as inhibitors | 240,000 compounds, 0.54% hits;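 also: plate controls were vehicle for no effect and no enzyme for full effect; nearly all actives have a fitted effect of over 30% in size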
Target sequence (P46063 whole entry, looked up): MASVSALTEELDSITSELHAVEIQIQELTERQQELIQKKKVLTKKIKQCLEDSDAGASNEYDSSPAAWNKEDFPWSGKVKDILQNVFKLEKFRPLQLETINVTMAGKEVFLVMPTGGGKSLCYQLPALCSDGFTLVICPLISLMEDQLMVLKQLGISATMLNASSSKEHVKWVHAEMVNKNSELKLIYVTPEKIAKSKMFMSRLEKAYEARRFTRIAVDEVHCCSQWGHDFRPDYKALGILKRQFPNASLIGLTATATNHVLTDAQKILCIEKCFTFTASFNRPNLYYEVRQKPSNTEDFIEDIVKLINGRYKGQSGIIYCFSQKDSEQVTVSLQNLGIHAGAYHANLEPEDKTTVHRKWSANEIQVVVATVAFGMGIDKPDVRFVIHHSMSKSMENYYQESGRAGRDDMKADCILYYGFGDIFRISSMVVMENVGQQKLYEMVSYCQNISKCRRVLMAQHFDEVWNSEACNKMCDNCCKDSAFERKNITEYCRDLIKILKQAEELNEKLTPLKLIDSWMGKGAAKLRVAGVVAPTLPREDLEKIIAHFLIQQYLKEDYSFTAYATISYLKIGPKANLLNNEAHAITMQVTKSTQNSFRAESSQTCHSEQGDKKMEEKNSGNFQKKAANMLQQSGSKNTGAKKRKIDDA
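50 nM RECQ1T1 preincubated 15 min with compound in Tris pH 8.0 buffer with MgCl2, DTT, Tween-20 and 2.5 ug/ml poly(dI-dC); started with 200 nM TAMRA/BHQ-2 forked duplex and 2 mM ATP. Unwinding read as fluorescence (525/598 nm), two reads 2 h apart.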
TRb SRC2 PPI: disrupts binding of human TR beta to SRC2 | AID 1469 | P10828 | 280,000 compounds, 0.065% hits | Potency, µM (doses to about 106 µM), inactives show at the highest dose activity change, negative = inhibition, most hits filed as inhibitors | TRbeta-SRC2 peptide binding, fluorescence polarization; receptor liganded with 1 µM T3;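 also: plate controls were bound peptide for no effect and peptide without receptor for full effect; nearly all actives have a fitted effect of over 50% in size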
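Each compound concentration gave % activity, normalized to unbound and bound Texas Red SRC2 controls, from polarization read after 5 hr ambient incubation with T3-loaded human TRb LBD.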
TR SRC2 fluor cs: counter-screen for TRb-SRC2 inhibitors: fluorescence interference. TRb/SRC2 Texas Red total fluorescence interference. Potency, µM (top dose mostly 106 µM), without a hit: at the highest dose fluorescence change, negative = quenching. 280,000 compounds, 0.29% hits. AID 1479; active = well fitted curve in either direction with a large enough effect; inconclusive = small, poorly fitted or top-dose-only effect
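Flags fluorescent or light-absorbing compounds by total fluorescence, S + 2P, at 555 nm excitation and 632 nm emission. Mixture: 20 nM Texas Red SRC2 peptide, 0.6 uM human TRb LBD, 1 uM T3, 5% DMSO; compound exposure 5 h at ambient temperature.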
GoLoco inh red: RGS12 GoLoco-Gai1 interaction inhibition | P63096 | Gai1:RGS12 GoLoco peptide FP, rhodamine, 10 min | Potency, µM (doses to about 61.6 µM), for inactives: top-dose activity, negative = inhibition, actives largely listed as inhibitors | 230,000 compounds, 0.44% hits | AID 880; active = well fitted inhibition curve with a large enough effect, not every such curve was filed as active; inactive = no such curve, though single readings can be large or run the other way; also: nearly all actives have a fitted effect of over 30% in size; many of its hits are not listed in these tables
L3MBTL1 inh: L3MBTL1 (human) inhibition | Q9Y468 | AlphaScreen L3MBTL1–H3K9me1 peptide binding | Potency, µM (titrated, usually from 57.1 µM), for inactives: at the top dose activity, negative = inhibition, most hits filed as inhibitors | 230,000 compounds, 0.66% hits | AID 485360; also: nearly all actives have a fitted effect of over 60% in size
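AlphaScreen assay: L3MBTL1 (50 nM final) was preincubated 30 min at room temperature with biotinylated H3(1-15)K9me1 peptide (75 nM final), then 30 min with library compounds; streptavidin donor and nickel chelate acceptor beads (10 ug/mL final) added, 30 min dark.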
The depositor's hits bear a star; i = inactive; ? = inconclusive; / = no result given; & = joins results of further samples; [ ] = remark or other dose. Unless noted, calls follow the shape of the dose curve; as a rule, active = well fitted curve in the direction sought with a large enough effect; inconclusive = small, poorly fitted or top-dose-only effect, or another doubt; inactive = no such curve, though single readings can be large; an effect the other way counts as inactive or inconclusive. Unless noted, % is scaled to controls: 0 for no effect and ±100 for the full control effect; potency is read from the fitted curve at half-maximal effect. This is a subset; the hit share may differ from the screen's.

Sequence of screens: L3MBTL1 inh, TR SRC2 fluor cs, Tau fibril FP, Tau ThT inhib, JMJD2E inh, GoLoco inh red, TRb SRC2 PPI, RECQ1 inh
> Cn1c(=O)cc(N)n(Cc2ccccc2)c1=O
→ 1%, -3%&0%, 5%&-10%, -10%&-2%, 11%&3%, 5%&1%, 0%&-8%, 1%
> CCc1cc(-c2onc(C)c2-c2cscn2)c(O)cc1OC
→ -12%, 1%, 17%, -2%, ?, 15%, -2%, -9%
> CCN(CC)C(=O)c1cnn(-c2ccccc2)c1NC(=O)c1ccco1
→ /, -3%, -3%, -12%, 3%, 7%, 0%, -1%
> CCc1ccc(OCC(=O)NNC(=O)CSc2ncnc3sc(C)c(C)c23)cc1
→ -4%, 1%, -1%, -15%, 8%, 17%, 4%, -4%
> CSc1nnnn1-c1c(C)cc(C)cc1C
→ 3%, -5%, 5%, 3%, -5%, 4%, 0%, 0%
> Cn1nc(C(=O)OCC(=O)N2CCc3ccccc32)c2ccccc2c1=O
→ /, 0%, 8%, ?, 0%, 13%, -11%, -1%
> Cc1cc(C)c(NC(=O)c2oc3c(c2C)-c2[nH]ncc2CC3)c(C)c1
→ /, 0%, 1%, -11%, /, /, 4%, /
> CC(C)(C)c1ccc(C(=O)c2c[nH]c(C(=O)NCC3CCCO3)c2)cc1 (stereo unspecified)
→ -4%, -2%, 6%, -15%, 6%, -6%, -11%, 4%
> NC(=NC(=O)c1ccccc1)N1CCN(C(c2ccccc2)c2ccccc2)CC1
→ /, 0%, -10%, /, 5%, 8%, -4%, i
> N#Cc1c(/N=C/c2cccs2)sc2c1CCCCC2
→ -11%[11.4 µM], -1%, -6%, 3.2µM*, -3%, 8%, -5%, -4%
> CCOC(=O)N1CCN(C(=S)NC(=O)c2cc(Br)ccc2Cl)CC1
→ -7%, -2%, -1%, -4%, -4%, 9%, -1%, -4%
> COc1ccc(/C=C2\N=C(SC)SC2=O)cc1OC
→ -2%, -5%, 0%, ?, -4%, 12%, -7%, -8%
> O=C(NCc1ccco1)c1ccc2c(c1)N(Cc1ccccc1)C(=O)c1ccccc1S2
→ /, -4%, 0%, -3%, /, /, 2%, /
> Cn1c(SCc2nc(-c3cccs3)no2)nnc1C1CCCCC1
→ -1%, 3%, 2%, 0%, 7%, 7%, -2%, -8%
> O=C(CN1CCN(Cc2ccc(Cl)cc2)CC1)N/N=C/c1ccncc1
→ 3%, 26%, -7%, -6%, 8%, 4%, ?, i
> Cc1nc2nc(SCC(=O)NCc3ccco3)nn2c(C)c1Cc1c(F)cccc1Cl
→ -8%, -1%, 3%, -10%, -1%, 7%, 2%, -5%
> O=C(c1cccc(C(F)(F)F)c1)c1c[nH]c(C(=O)NCCCN2CCOCC2)c1
→ 13%, 0%, 0%, -1%, 9%, -3%, -1%, 2%
> Fc1cccc(CSc2ccc(-c3cccs3)nn2)c1
→ /, 0%, ?, ?, /, /, 1%, /
> COc1cc(/C=C(\C#N)c2nc3ccc(C)cc3[nH]2)ccc1OC(C)C
→ /, 3%, -8%, ?, /, /, -1%, /
> COc1ccc(CNC(=O)CSc2ncc3c(n2)-c2cc(Cl)ccc2N(Cc2ccccc2)S3(=O)=O)cc1OC
→ /, -1%, -17%, -8%, /, /, -1%, /

As entered above:
Value for N#Cc1c(/N=C/c2cccs2)sc2c1CCCCC2 in JMJD2E inh: -3%
Value for CSc1nnnn1-c1c(C)cc(C)cc1C in TR SRC2 fluor cs: -5%
Value for CC(C)(C)c1ccc(C(=O)c2c[nH]c(C(=O)NCC3CCCO3)c2)cc1 (stereo unspecified) in TRb SRC2 PPI: -11%
Value for Cc1nc2nc(SCC(=O)NCc3ccco3)nn2c(C)c1Cc1c(F)cccc1Cl in Tau ThT inhib: -10%

Back to the main list; the 4 compounds before the break are reprinted first.
Sequence of screens: L3MBTL1 inh, TR SRC2 fluor cs, Tau fibril FP, Tau ThT inhib, JMJD2E inh, GoLoco inh red, TRb SRC2 PPI, RECQ1 inh
> O=C(c1cccc(C(F)(F)F)c1)c1c[nH]c(C(=O)NCCCN2CCOCC2)c1
→ 13%, 0%, 0%, -1%, 9%, -3%, -1%, 2%
> Fc1cccc(CSc2ccc(-c3cccs3)nn2)c1
→ /, 0%, ?, ?, /, /, 1%, /
> COc1cc(/C=C(\C#N)c2nc3ccc(C)cc3[nH]2)ccc1OC(C)C
→ /, 3%, -8%, ?, /, /, -1%, /
> COc1ccc(CNC(=O)CSc2ncc3c(n2)-c2cc(Cl)ccc2N(Cc2ccccc2)S3(=O)=O)cc1OC
→ /, -1%, -17%, -8%, /, /, -1%, /
> COC(=O)[C@@]1(C)C=C[C@@H](Cc2ccccc2)N1C
→ /, -4%, -1%, ?, ?, -6%, 6%, -13%
> Cc1c(C#N)c(N)c(C(=O)c2ccccc2)n1Cc1ccccc1
→ /, 6%, 3%, -5%, -1%, -1%, -16%, -18%
> CC(NC(=O)Cn1c(=O)oc2cc(S(=O)(=O)N3CCCCCC3)ccc21)c1ccccc1 (stereo unspecified)
→ /, -3%, -6%, 13%, /, /, -4%, /
> CCOC(=O)N1CCN(C(=O)c2oc3ccc(S(=O)(=O)N4CCOCC4)cc3c2C)CC1
→ 16%, -1%, 5%, 8%, -3%, 0%, 4%, -7%
> Cc1cc(NC(=O)CSc2nnc(-c3cccnc3)n2C)no1
→ 9%, -1%, -13%, -11%, 1%, 4%, -9%, 0%
> CCOC(=O)c1ccc(S(=O)(=O)NNC(=O)COc2ccccc2C)cc1
→ 1%, -7%, ?, -6%, ?, 7%, 4%, i
> O=C(OCc1cccc(C(F)(F)F)c1)c1ccc(-c2nnn(Cc3ccc(F)cc3)n2)cc1
→ /, ?, -2%, -3%, /, /, -1%, /
> CCCCCCCc1nc2nc(C)c(Br)c(=O)n2[nH]1
→ -3%, -1%, 2%, -9%, -18%, 2%, 12%, 8%
> CCC(C)(C)n1nnnc1C(c1ccc(O)cc1)N1CCc2ccccc2C1 (stereo unspecified)
→ -1%, -2%, 3%, ?, -6%, -11%, -4%, -13%
> O=C(CCC(=O)c1cccs1)Nc1ccc(N2CCCCC2)cc1
→ /, -6%, 5%, ?, -1%, 17%, 0%, 0%
> O=C(CSCC(=O)N1CCCc2ccccc21)Nc1nc(-c2ccccc2)cs1
→ 11%, 0%, 5%, 0%, -6%, 11%, 2%, -11%
> Cc1nc2ncccn2c1-c1csc(Nc2ccccc2)n1
→ 2%, -1%, 4%, ?, ?, 6%, -6%, 0%
> CCOc1ccc(CNC(=O)c2cnc3sc(N4CCOCC4)nn3c2=O)cc1OC
→ /, 1995µM*[quencher], -10%, -9%, /, /, ?, /
> O=C(N/N=C/c1ccc([N+](=O)[O-])cc1)C(=O)N1CCCC1
→ -4%, 0%[53 µM], 0%, ?, -7%, 8%, 0%[53 µM], i
> CCOc1ccc(/C=C/c2nc(C#N)c(NC(C)CC)o2)cc1 (stereo unspecified)
→ /, 0%, 11%, ?, /, /, 4%, /
> CCOc1ccc(NC(=O)CCc2c(C)nn(-c3ccc(N4CCCC4)nn3)c2C)cc1
→ /, -27%, 13%, ?, /, /, 2%, /
> CCN(CC)c1ccc(/C=N/N2CCN(Cc3ccc(Cl)cc3)CC2)c(O)c1
→ -14%, 1%, 8%, ?, 3%, 0%, -3%, -2%
> Cc1nc(-c2nnc(SCC(=O)Nc3ccc(Cl)cc3)n2C)cs1
→ -2%, -6%, 0%, ?, -3%, -5%, 7%, 12%
> CCOc1ccc(-n2c(SCC(=O)NCc3ccco3)nnc2-c2c[nH]c3ccccc23)cc1
→ -17%, 0%, 1%, -15%, -5%, -4%, -3%, -7%
> O=C(/C=C/c1ccco1)Nc1cccc(NC(=O)/C=C/c2ccco2)n1
→ ?, -9%, ?, ?, ?, -1%, 9%, -13%
> CCOc1ccc(C2c3c(-c4cc(C)ccc4O)n[nH]c3C(=O)N2Cc2cccnc2)cc1OCC (stereo unspecified)
→ /, 5%, -3%, -2%, /, /, -5%, /
> Cc1ccc(-n2ncc3c(N4CCCCCC4)ncnc32)cc1
→ /, -1%, -12%, ?, /, /, 9%, /
> CC1CN(c2oc(-c3ccco3)nc2C#N)CC(C)O1 (stereo unspecified)
→ 3%, -2%, 2%, 2%, ?, 4%, 14%, -3%
> CCOc1ccccc1Nc1nnc(SCc2ccc(C(=O)OC)o2)s1
→ -2%, 2%, 5%, ?, 5%, 3%, -1%, -8%
> O=C(CCCCn1c(=O)[nH]c2ccsc2c1=O)NCc1ccc2c(c1)OCO2
→ 10%, -1%, 4%, -8%, 6%, 5%, 4%, -6%
> Cc1ccc2nc(N3C(=O)C(O)=C(C(=O)c4cc5ccccc5o4)C3c3cccs3)sc2c1 (stereo unspecified)
→ -3%, 5%, 2%, ?, -6%, 36%[activator], 2%, i
> CCOC(=O)C1C(=O)CC(C)(O)C(C(=O)OCC)C1c1cccc(OC(F)(F)C(F)F)c1 (stereo unspecified)
→ 3%, 1%, -2%, -10%, 2%, 4%, -3%, -4%
> CCOc1ccc(C(=O)NC2CC3CCCC(C2)N3CC(C)C)cc1 (stereo unspecified)
→ -2%, -5%, ?, 3%, -30%, 6%, -5%, -1%
> O=C(O)c1cc(NS(=O)(=O)c2ccc(N3CCOCC3)c([N+](=O)[O-])c2)cc(C(=O)O)c1
→ -13%, 10%, 5%, -2%, -8%, 4%, 8%, -2%
> O=C(CC1NCCNC1=O)Nc1ccc(F)c(Cl)c1 (stereo unspecified)
→ /, -15%, -5%, -2%, /, /, 7%, /
> c1ccc(-n2c(-c3ccco3)nnc2-c2ccco2)cc1
→ /, -1%, 10%, -6%, ?, 3%, -11%, -8%
> COc1ccc(C(C)=O)cc1COc1ccc(-n2cnnn2)cc1
→ /, 1%, 8%, -7%, 3%, 10%, 2%, -1%
> O=C(NCCCn1ccnc1)/C(=C\c1cccnc1)NC(=O)c1cccc(Br)c1
→ 3%, 0%, 2%, -3%, 8%, 2%, 6%, 1%
> NC1=NC(=O)/C(=C\c2ccco2)S1
→ /, -15%, ?, 18µM*, 22µM*, -13%, -7%, ?
> COc1ccccc1CNC(=O)CSc1ncc2c(n1)-c1cc(Cl)ccc1N(Cc1ccccc1)S2(=O)=O
→ /, 1%, -6%, 5%, /, /, 0%, /
